High-throughput results: PubChem, National Center for Advancing Translational Sciences (NCATS)
AmpC no deterg: AmpC beta-lactamase inhibition without detergent | AmpC nitrocefin hydrolysis, absorbance 480 nm, 0.0001% Triton | Potency, µM (top dose mostly 57.1 µM), for the others: at the top dose activity change, negative = inhibition, usual class: inhibitors | hit rate 0.52% among 330,000 | AID 485341;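 also: potency is read from the fitted curve at half-maximal effect; plate controls were no compound for no effect and no enzyme for full effect; nearly all actives have a fitted effect of over 20% in size; some results filed as inactive show a strong effect at the top dose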
Target sequence (P00811 whole entry, looked up): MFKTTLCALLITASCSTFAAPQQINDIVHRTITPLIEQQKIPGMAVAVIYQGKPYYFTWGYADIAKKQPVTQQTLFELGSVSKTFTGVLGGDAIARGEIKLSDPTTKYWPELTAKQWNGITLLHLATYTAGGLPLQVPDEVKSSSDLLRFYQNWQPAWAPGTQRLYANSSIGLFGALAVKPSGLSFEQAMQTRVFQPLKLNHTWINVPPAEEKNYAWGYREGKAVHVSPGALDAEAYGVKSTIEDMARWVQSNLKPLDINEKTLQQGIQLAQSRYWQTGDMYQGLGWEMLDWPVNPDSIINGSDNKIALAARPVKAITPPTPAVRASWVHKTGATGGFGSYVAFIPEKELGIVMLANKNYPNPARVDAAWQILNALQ
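20 mM phosphate pH 7.0 + 0.01% (detergent screen) or 0.0001% Triton X-100; 5.3 nM AmpC reagent; cpd preinc 15 min RT; nitrocefin (800 uM stock) to start; A480 q20 s × 4 min; Activity was normalised to no-enzyme and no-compound control wells.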
Tb PYK inh: inhibitors of Trypanosoma brucei pyruvate kinase. hit rate 0.12% among 410,000. Q57TT1. Potency, µM (titrated, usually from 76.8 µM), inactives show top-dose activity, negative = inhibition, actives largely listed as inhibitors. TbPYK enzyme, Kinase-Glo Plus ATP luminescence, 45 min; also: potency is read from the fitted curve at half-maximal effect; nearly all actives have a fitted effect of over 50% in size
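Luminescent Kinase-Glo Plus end-point after 45 min room-temperature reaction of T. brucei pyruvate kinase started with 130 uM ADP (final). Buffer TEA 50 mM pH 7.2 with KCl, MgCl2, BSA, Tween-20; titration-based qHTS with fitted concentration-effect curves.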
LmPK inhibitor: blocks Leishmania mexicana pyruvate kinase activity; purified LmPK, Kinase-Glo ATP luminescence, 1 h; Potency, µM (top dose mostly 57.5 µM), inactives show top-dose activity change, negative = inhibition, most hits filed as inhibitors; hit rate 0.37% among 290,000; AID 1721; also: potency is read from the fitted curve at half-maximal effect
Target sequence (Q27686 whole entry, looked up): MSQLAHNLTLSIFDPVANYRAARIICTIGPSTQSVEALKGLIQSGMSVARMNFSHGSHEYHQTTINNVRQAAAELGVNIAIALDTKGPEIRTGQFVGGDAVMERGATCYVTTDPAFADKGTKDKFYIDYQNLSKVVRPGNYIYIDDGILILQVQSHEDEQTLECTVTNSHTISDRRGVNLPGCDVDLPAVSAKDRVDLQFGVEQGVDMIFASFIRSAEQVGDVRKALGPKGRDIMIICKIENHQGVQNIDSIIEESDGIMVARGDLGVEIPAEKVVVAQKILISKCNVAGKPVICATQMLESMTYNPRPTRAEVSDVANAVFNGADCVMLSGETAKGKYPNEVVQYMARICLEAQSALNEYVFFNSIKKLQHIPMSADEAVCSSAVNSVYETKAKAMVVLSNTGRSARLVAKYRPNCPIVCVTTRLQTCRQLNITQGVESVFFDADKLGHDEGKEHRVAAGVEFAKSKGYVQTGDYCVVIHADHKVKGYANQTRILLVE
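In 50 mM imidazole pH 7.2 with 7 mM MgCl2, LmPK (0.1 nM) turned over PEP (0.5 mM) and ADP (0.1 mM) for 1 h at room temperature. Luciferase read-out of ATP.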
AMA1 RON2 block: AMA1-RON2 (P. falciparum) interaction inhibition | hit rate 0.2% among 360,000 | AlphaScreen AMA1-biotinylated RON2 peptide binding | AID 720542 | Potency, µM (titrated, usually from 58.2 µM), for the others: at the top dose activity change, negative = inhibition, hits mostly inhibitors;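 also: potency is read from the fitted curve at half-maximal effect; 0% = vehicle wells and -100% = peptide control; nearly all actives have a fitted effect of over 45% in size; some results filed as inactive show a strong effect at the top dose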
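AMA1 (3D7) with his tag at 25 nM final met compounds first, then biotinylated RON2 peptide at 25 nM; detection used donor plus acceptor beads, 10 µg/mL apiece, read by AlphaScreen after 30 min at room temperature.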
HCMV inh: human cytomegalovirus inhibition. HFF cells, HCMV-luciferase reporter, 72 h; hits give low values. activity change, negative = inhibition, % at 57.5 µM. hit rate 4.5% among 410,000. AID 1259415; in the data active = activity change below about -60%; inconclusive = no clear call, values can overlap the other calls; inactive = above about -39%
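Compounds were evaluated in HFFs infected with an HCMV luciferase reporter virus (MOI 1 PFU/cell). Luciferase in lysates collected 72 h post infection served as the replication measure.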
Sm TGR inh: blocks Schistosoma mansoni thioredoxin glutathione reductase | Potency, µM (titrated, usually from 114 µM), without a hit: at the top dose activity change, negative = inhibition, hits mostly inhibitors | AID 485364 | purified TGR, DTNB reduction, TNB absorbance 405 nm | hit rate 3% among 360,000; also: potency is read from the fitted curve at half-maximal effect; nearly all actives have a fitted effect of over 60% in size
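TGR 20 nM + NADPH 100 uM (dispensed conc.), cpd preinc 15 min RT; start with NADPH (500 uM addition) then DTNB (15 mM addition). Kinetic TNB absorbance, 405 nm filter. Four-parameter Hill fit across titration.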
AmpC detergent: blocks E. coli AmpC beta-lactamase in detergent assay; P00811; AmpC hydrolysis of nitrocefin, absorbance 480 nm, 0.01% Triton; Potency, µM (highest dose often 114 µM), for inactives: top-dose activity change, negative = inhibition, actives largely listed as inhibitors; hit rate 0.041% among 370,000;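 also: potency is read from the fitted curve at half-maximal effect; 0% = no-compound wells and -100% = no-enzyme wells; nearly all actives have a fitted effect of over 25% in size; some results filed as inactive show a strong effect at the top dose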
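AmpC (5.3 nM in the dispensed reagent) in 20 mM phosphate pH 7.0 with 0.01% (detergent screen) or 0.0001% Triton X-100 was preincubated with compounds for 15 min at room temperature. Nitrocefin was then added from an 800 uM solution, and hydrolysis was followed at 480 nm.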
An asterisk follows results filed as active; ? = inconclusive; / = not tested or not shown; [ ] = dose if it differs, or a comment. Unless noted, calls follow the shape of the dose curve; as a rule, active = well fitted curve in the direction sought with a large enough effect; inconclusive = small, poorly fitted or top-dose-only effect, or another doubt; inactive = no such curve, though single readings can be large; an effect the other way counts as inactive or inconclusive. Unless noted, % is scaled to controls: 0 for no effect and ±100 for the full control effect.

SMILES | AmpC no deterg | Tb PYK inh | LmPK inhibitor | AMA1 RON2 block | HCMV inh | Sm TGR inh | AmpC detergent
O=C(CCn1nc(-c2ccccc2)ccc1=O)N1CCN(c2ccccc2)CC1 | 119%[activator] | 1% | 1% | 1% | ? | -16% | -8%
COc1cc(OC)cc(-c2c(C#Cc3ccsc3)c3cc(-c4cccc5[nH]ccc45)ccc3n2C)c1 | -19% | 2% | / | 1% | 7 | -19% | 2%
CCOc1cc2[nH]c(=O)n(Cc3cccc(OC)c3)c(=O)c2cc1OCC | 33% | -8% | -3% | 2% | 46 | 9% | 8%
Cc1noc(C)c1S(=O)(=O)N(C)C[C@H]1Oc2ccc(NC(=O)Cc3ccccc3)cc2C(=O)N([C@H](C)CO)C[C@@H]1C | 172%[activator] | -12% | / | -2% | -2 | / | /
CCCOC(=O)C1=C(C)NC2=C(C(=O)C(C(=O)OC)C(C)C2)C1c1ccc(N(CC)CC)cc1 (stereo not given) | 109%[activator] | -21% | 2% | ? | 33 | -18% | -6%
Fc1ccc(Cn2nnnc2C(c2ccc(Cl)cc2)N2CCSCC2)cc1 (stereo not given) | -16% | -15% | 0% | -15% | -16 | 5% | 1%
O=C(COc1ccc(F)cc1Br)NCC1(N2CCCCC2)CCCCC1 | -2% | 1% | / | 0% | -4 | / | /
CN(C)C(=O)/C(C#N)=C\c1cc(Br)c(Sc2ccc(Cl)cc2)o1 | 41% | -5% | -2% | 8% | / | -19% | -14%
Cc1ccccc1C(=O)Nc1sc2c(c1C(=O)O)CCC(C(C)(C)C)C2 (stereo not given) | / | 0% | / | / | ? | -5% | -2%
O=C(NCCc1csc(-c2cccnc2)n1)c1ccco1 | 1% | -8% | -1% | -10% | -27 | 0% | -11%
COc1ccc(OCCSCc2nnc(NC(=O)Nc3ccc(Cl)cc3)s2)cc1 | -26% | 3% | 0% | 7%[2.32 µM] | -23 | -4% | -4%
CCSc1oc(-c2ccccc2)nc1S(=O)(=O)c1ccccc1 | -32% | -7% | 7% | 1% | ? | -13% | -14%
COc1cc(NC(=O)CSc2nnc(Cn3nnc4ccccc43)n2C)cc(OC)c1 | -14% | 4% | 3% | -8% | 42 | -1% | -1%
CC1CCN(CC(=O)NCc2ccco2)CC1 | -1% | 1% | 4% | 0% | -37 | 2% | -1%
Cc1ccc(CCN2CC(C(=O)N3CCN(c4ccc(F)cc4)CC3)CC2=O)cc1 (stereo not given) | 162%[activator] | 0% | 3% | -2% | ? | 20% | -12%
COc1ccc(OC)c(C2CC(=O)c3c([nH]c(C(=O)OC(C)C)c3C)C2)c1 (stereo not given) | -3% | -13% | 6% | 2% | -70* | 0% | ?
O=C(NC1CCCCCC1)C1CCN(S(=O)(=O)c2ccc(F)cc2)CC1 | -7% | -7% | 2% | 3% | 31 | 0% | 0%
COc1cccc(-n2c(-c3cccc(F)c3)nc3c(cnn3-c3ccc(C)cc3)c2=O)c1 | / | 1% | / | / | -28 | 10% | 2%
COc1ccc([N+](=O)[O-])cc1NC(=O)c1ccc(CN(c2ccccc2)S(C)(=O)=O)cc1 | -15% | -4% | 0% | -2% | -15 | 1% | -13%
CN(Cc1ccc(F)cc1)C(=O)c1cccc(NS(=O)(=O)c2ccccc2)c1 | -27% | 4% | -13% | -8% | ? | -14% | 2%
CCOc1ccc(C(=O)OCC(=O)N2CCOCC2)cc1OCC | 1% | -1% | 0% | -4% | 14 | -1% | ?
O=C(N/N=C1/CN2CCC1CC2)c1cc2ccccc2cc1O | 34% | 1% | 7% | 50%[activator] | 50 | 2% | 2%
O=C(N/N=C\c1ccncc1)c1ccc(Cl)s1 | -16% | 1% | 0% | 20% | 70 | 4% | 8%
COc1ccc(NC(=O)c2sc3nc(N4CCCC4)c4c(c3c2N)CC(C)(C)OC4)cc1 | 67%[activator] | 6% | 6% | -5% | ? | -15% | -4%
Cc1cc(C)nc(N(C#N)Cc2ccccc2C)n1 | 9% | 2% | -3% | -2% | -26 | / | -3%

Following part
SMILES | AmpC no deterg | Tb PYK inh | LmPK inhibitor | AMA1 RON2 block | HCMV inh | Sm TGR inh | AmpC detergent
CCc1ccc(S(=O)(=O)N2CC(=O)Nc3ccccc32)cc1 | -17% | 3% | 2% | -3% | -33 | 4% | -9%
Cc1cc(C)c(C#N)c(SCS(=O)Cc2ccccc2)n1 (stereo not given) | -21% | -8% | 3% | 1% | -23 | 3% | ?
CCc1nc(Nc2cccc(OC)c2)c2oc3ccccc3c2n1 | -16% | 2% | -3% | 3% | -16 | 0% | 2%
O=C(COC(=O)c1cccs1)Nc1ccccc1 | -12% | -7% | -4% | 1% | 8 | -3% | 3%
CCN(CC)CCN(C(=O)c1ccc2c(c1)CCCC2)c1nc2cc(OC)c(OC)cc2s1 | 66%[activator] | -2% | 3% | -19% | / | 19% | 0%
CC(C(=O)c1ccccc1)C(O)c1ccccn1 (stereo not given) | / | -19% | / | -6% | -17 | / | /
Cc1ccc(-c2nn(-c3ccccc3)cc2CO)cc1 | -4% | 18% | 0% | 19% | -8 | -1% | 0%
NC(=O)NC(=O)c1nccnc1C(=O)O | -3% | 5% | -1% | 0% | -4 | -7% | 4%
COc1ccc(-c2c(C)oc3c(CN4CCN(CCO)CC4)c(O)ccc3c2=O)cc1OC | -16% | 0% | 6% | 12% | -1 | -10% | -1%
Cc1ccc(C(=O)OCC(=O)NCCNC(=O)COC(=O)c2ccc(C)s2)s1 | -7% | 1% | / | -6% | 0 | 1% | -9%
CC(C)CCNC(=O)CSc1nc2ccsc2c(=O)n1NC(=O)c1ccccc1 | -44% | 6% | 0% | -1% | 106 | -23% | ?
CCCCCc1c(C)nc(Nc2nc(C)c3cc(OC)ccc3n2)[nH]c1=O | -10% | -14% | 3% | 1% | ? | -30% | ?
Cc1ccc(P(=O)(O)c2ccc(C)cc2)cc1 | -21% | -4% | -2% | 18% | -15 | -2% | -5%
CCOC(=O)c1c(C)[nH]c(C)c1S(=O)(=O)NCCc1ccc(SC)cc1 | -25% | -4% | -1% | -1% | -18 | -7% | 1%
Cc1[nH]c2ccccc2c1/C=N/NC(=O)c1cccs1 | -28% | 0% | 0% | 31%[activator] | 105 | -29% | 2%
CCC(CC)C(=O)Nc1ccc(OCc2cc(=O)n3ccc(C)cc3n2)cc1 | / | 5% | / | / | 8 | 2% | 15%
CCCCc1nn2c(=O)cc(COC(=O)c3cccc(NC(=O)c4cccs4)c3)nc2s1 | / | -1% | / | / | 26 | -2% | -4%
N#CC1=C(N)Oc2cc(O)ccc2C1c1cccs1 (stereo not given) | -15% | -2% | 0% | -6% | -2 | -31% | -1%
COCCNCCCCOc1ccc(Br)cc1C | 16% | -17% | -8% | ? | -9 | -2% | ?
O=C(Nc1ccc(Cl)cc1)/C(=C/c1cccc(O)c1)c1nc2ccccc2s1 | -52% | -7% | 1% | -6% | -98* | 2% | -1%
COc1cccc(Cn2c(CNC(=O)CCc3ccccc3)nc3cccnc32)c1 | / | 1% | / | / | 1 | -1% | 1%
O=C(Nc1ccc(OC(F)(F)F)cc1)c1cc2ccccn2n1 | / | -4% | / | / | 25 | -1% | 3%
Cc1cc(C)c(C#N)c(SCC(=O)c2ccc(Cl)cc2Cl)n1 | -25% | -6% | 11% | ? | -25 | 7% | 2%
CCCn1c(SCC(=O)Nc2sc(C)c(C)c2C(=O)OCC)nc2c1c(=O)n(C)c(=O)n2C | -9% | 10% | -2% | 3% | 14 | 0% | -9%
Cc1ccc(C)c(CN2C(=O)c3ccccc3S(=O)(=O)c3ccc(C(=O)NCCc4ccc(Cl)cc4)cc32)c1 | / | 3% | / | / | -33 | -9% | -8%

Carrying on:
SMILES | AmpC no deterg | Tb PYK inh | LmPK inhibitor | AMA1 RON2 block | HCMV inh | Sm TGR inh | AmpC detergent
COc1cccc(NC(=S)C(C#N)=C2N(C)c3ccccc3N2C)c1 | -21% | 0% | -2% | -2% | 7 | -4% | 5%
CC(CCc1ccccc1)NC(=O)COC(=O)c1ccc(NC(=O)CC#N)cc1 (stereo not given) | -54% | -6% | 10% | 0% | 13 | 1% | -1%
Cc1ccc(NC(=O)CCNC(=O)c2ccco2)cc1F | -23% | -2% | 3% | ? | 47 | -9% | 6%
NC(=S)N=Nc1c(O)n(CCCl)c2ccc(Br)cc12 | -40% | -1% | -1% | 23% | -23 | 8% | 6%
Cc1nn(CCOc2ccccc2Cl)c(C)c1[N+](=O)[O-] | -13% | -1% | -1% | -24% | 32 | 78%[activator] | -9%
COc1ccc(C)cc1NC(=O)COC(=O)c1ccccc1SCC(=O)N1CCCC1 | 149%[activator] | -21% | / | -15% | -32 | -3% | -4%
COCC1CCN(Cc2cn(Cc3ccccc3)nc2-c2cc3ccccc3o2)CC1 | 190%[activator] | 1% | 2% | 0% | 5 | 7%[57.1 µM] | -1%
Cc1c(C(=O)NCc2ccc(F)cc2)c(-c2ccccc2)nn1-c1ccccc1 | -2% | 0% | 3% | 2% | -21 | -7% | 0%
COc1ccc(CN2C(=O)CC(C(=O)NCCc3ccc(S(N)(=O)=O)cc3)SC2=Nc2ccccc2)cc1 (stereo not given) | -15% | -3% | -2% | 9% | ? | 3% | 2%
O=C(O)c1ccc(NC(=O)c2ccc(COc3ccc(Cl)cc3)o2)cc1 | -40% | -11% | 9% | -15% | -11 | -20% | -7%
COc1ccc(Cc2nnc(NC(=O)C3CC(=O)N(c4ccccc4)C3)s2)cc1OC (stereo not given) | 74%[activator] | -7% | 8% | -24% | 80 | 5% | 5%
CC(C)[C@@H]1NC(=O)c2cc([N+](=O)[O-])cc(I)c2NCCC[C@@H](C(=O)NC(CC(=O)O)C(N)=O)NC(=O)[C@H](CO)NC1=O (stereo not given in full) | -12% | 0% | -3% | 14% | 45 | -1% | ?

A portion from further up:
SMILES | AmpC no deterg | Tb PYK inh | LmPK inhibitor | AMA1 RON2 block | HCMV inh | Sm TGR inh | AmpC detergent
COc1ccc(CN2C(=O)CC(C(=O)NCCc3ccc(S(N)(=O)=O)cc3)SC2=Nc2ccccc2)cc1 (stereo not given) | -15% | -3% | -2% | 9% | ? | 3% | 2%
O=C(O)c1ccc(NC(=O)c2ccc(COc3ccc(Cl)cc3)o2)cc1 | -40% | -11% | 9% | -15% | -11 | -20% | -7%
COc1ccc(Cc2nnc(NC(=O)C3CC(=O)N(c4ccccc4)C3)s2)cc1OC (stereo not given) | 74%[activator] | -7% | 8% | -24% | 80 | 5% | 5%
CC(C)[C@@H]1NC(=O)c2cc([N+](=O)[O-])cc(I)c2NCCC[C@@H](C(=O)NC(CC(=O)O)C(N)=O)NC(=O)[C@H](CO)NC1=O (stereo not given in full) | -12% | 0% | -3% | 14% | 45 | -1% | ?
